GAA glycogen mod – inhibitors or activators of human alpha-glucosidase glycogen cleavage | 300,000 compounds, 0.38% hits | Potency, µM (titrated, usually from 76.4 µM), without a hit: at the highest dose activity change, negative = inhibition, actives largely listed as inhibitors | AID 2100 | recombinant GAA, glycogen substrate, Amplex Red glucose oxidase fluorescence;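 further: 0% = full enzyme reaction and -100% = no-enzyme basal signal; the screen sought inhibitors and activators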
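Natural-substrate format: glycogen cleavage by 4 nM human enzyme, glucose read by Amplex Red coupling (Ex 573, Em 610 nm). Normalized to enzyme and no-enzyme controls.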
ALDH1A1 block – blocks purified human ALDH1A1 activity | P00352 | Purified ALDH1A1, NADH fluorescence, propionaldehyde substrate | Potency, µM (top dose mostly 75.3 µM), without a hit: at the top dose activity, negative = inhibition, hits mostly inhibitors | 220,000 compounds, 7.3% hits | AID 1030; active means well fitted inhibition curve with a large enough effect, not every such curve was filed as active; inconclusive means small, poorly fitted or top-dose-only effect, or another doubt; inactive means no such curve, though single readings can be large or run the other way;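 further: plate controls were no enzyme wells and a reference inhibitor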
Target sequence (P00352 whole entry, looked up): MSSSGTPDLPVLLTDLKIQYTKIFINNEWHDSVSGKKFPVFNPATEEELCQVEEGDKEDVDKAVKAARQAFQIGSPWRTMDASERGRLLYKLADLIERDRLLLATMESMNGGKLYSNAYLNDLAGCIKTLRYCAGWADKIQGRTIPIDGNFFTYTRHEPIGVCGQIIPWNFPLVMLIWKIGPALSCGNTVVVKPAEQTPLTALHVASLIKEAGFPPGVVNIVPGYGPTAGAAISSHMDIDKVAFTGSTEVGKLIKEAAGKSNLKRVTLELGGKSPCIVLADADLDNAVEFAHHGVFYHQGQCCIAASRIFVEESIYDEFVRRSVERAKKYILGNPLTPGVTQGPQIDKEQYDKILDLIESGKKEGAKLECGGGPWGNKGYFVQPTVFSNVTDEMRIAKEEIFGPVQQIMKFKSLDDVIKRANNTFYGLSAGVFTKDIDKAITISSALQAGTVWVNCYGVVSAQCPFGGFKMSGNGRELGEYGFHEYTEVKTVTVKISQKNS
GAA spleen mod – lysosomal alpha-glucosidase (human) modulation | P10253 | human spleen homogenate, 4-MU-alpha-glucoside fluorescence | Potency, µM (top dose mostly 79.9 µM), for inactives: at the top dose activity change, negative = inhibition, most hits filed as inhibitors | 240,000 compounds, 0.006% hits;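 further: 0% = enzyme with vehicle and -100% = no enzyme basal signal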
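Human spleen homogenate (1 ug) with 4-methylumbelliferyl-alpha-D-glucopyranoside (1 mM final) in 50 mM citrate/phosphate pH 5.0, 0.01% Tween-20; 40 min at 37 C. Stopped at pH 10; 4-MU fluorescence Ex 365/Em 440 nm; AC50 by Hill fit.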
JMJD2E inh – JMJD2E (human) inhibition | B2RXH2 | JMJD2E catalytic domain, FDH-coupled NADH fluorescence (FDH is formaldehyde dehydrogenase) | Potency, µM (doses to about 57.1 µM), without a hit: at the top dose activity change, negative = inhibition, actives largely listed as inhibitors | 230,000 compounds, 1.6% hits; active means well fitted inhibition curve with a large enough effect, not every such curve was filed as active; inconclusive means small, poorly fitted or top-dose-only effect, or another doubt; inactive means no such curve, though single readings can be large or run the other way;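 further: 0% = wells with enzyme and -100% = buffer wells without enzyme; nearly all actives have a fitted effect of over 50% in size; many of its hits are not listed in these tables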
GAA inhib – alpha-glucosidase (human) inhibition; P10253; purified human GAA, 4-MU-alpha-glucoside fluorescence; Potency, µM (titrated, usually from 76.9 µM), for inactives: top-dose activity change, negative = inhibition, hits mostly inhibitors; 200,000 compounds, 0.005% hits;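 further: plate controls were uninhibited enzyme wells for no effect and no-enzyme background for full effect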
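Enzyme (4 nM final) mixed with compound (up to 77 uM), then 4-MU-alpha-D-pyranoside (400 uM final) added; 20 min at room temperature, pH 5.0. Reaction stopped at pH 10, fluorescence read, AC50 derived by Hill fit.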
SMN2 splice up – increases expression of the SMN2 splice variant; HEK293 SMN2-luciferase splicing reporter, luminescence, 30-36 h; Potency, µM (doses to about 46.1 µM), for the others: at the top dose activity change, positive = activation, usual class: activators; 210,000 compounds, 2.8% hits; AID 1458; further: % of control where 0% means no effect; nearly all actives have a fitted effect of over 55% in size
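HEK293 cells carry an SMN2 […]–luciferase reporter in which exon 7 inclusion puts luciferase in frame. Cells were plated 10-12 h before compound addition, then incubated 30-36 h at 37C. ONE-Glo luminescence was read; sodium butyrate at 4.5 mM final served as control.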
aGal spleen mod – inhibitors or activators of human alpha-galactosidase in spleen homogenate. AID 2107. 240,000 compounds, 0.008% hits. Potency, µM (series often up to 80 µM), without a hit: top-dose activity change, negative = inhibition, most hits filed as inhibitors. human spleen homogenate, 4MU-alpha-Gal fluorescence, 40 min;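 further: 0% = enzyme with vehicle and -100% = no enzyme basal signal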
Target sequence (P06280 32-429 limits assumed): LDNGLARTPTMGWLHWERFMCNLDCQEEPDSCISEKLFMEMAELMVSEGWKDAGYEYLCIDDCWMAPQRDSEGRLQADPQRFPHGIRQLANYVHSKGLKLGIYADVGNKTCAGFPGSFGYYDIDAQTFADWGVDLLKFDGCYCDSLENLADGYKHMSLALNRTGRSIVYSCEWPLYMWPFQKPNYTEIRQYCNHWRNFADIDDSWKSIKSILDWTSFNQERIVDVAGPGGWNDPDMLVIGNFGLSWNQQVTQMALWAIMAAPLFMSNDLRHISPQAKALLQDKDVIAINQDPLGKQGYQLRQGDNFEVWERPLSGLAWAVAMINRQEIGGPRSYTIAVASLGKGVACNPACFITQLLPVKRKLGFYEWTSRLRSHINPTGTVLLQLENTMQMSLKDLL
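Fluorogenic readout (Ex 365/Em 440 nm) of 4-methylumbelliferone released from 1 mM 4-MU-alpha-galactoside by spleen homogenate, 40 min at 37C, pH 5.0. Data normalized to no-enzyme and enzyme controls; Hill-equation AC50 from compound titrations.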
GoLoco inh red – RGS12 GoLoco-Gai1 interaction inhibition | 230,000 compounds, 0.44% hits | Gai1:RGS12 GoLoco peptide FP, rhodamine, 10 min | Potency, µM (doses to about 61.6 µM), without a hit: top-dose activity, negative = inhibition, usual class: inhibitors | P63096; active means well fitted inhibition curve with a large enough effect, not every such curve was filed as active; inactive means no such curve, though single readings can be large or run the other way; further: on the % scale 0 is the no-effect control and ±100 the full control effect; nearly all actives have a fitted effect of over 30% in size; many of its hits are not listed in these tables
An asterisk follows results filed as active; ? = inconclusive; · = not tested or not shown; [ ] = another dose, or the depositor's remark. Unless noted, the call rests on the fitted dose curve; in most records, active means well fitted curve in the direction sought with a large enough effect; inconclusive means small, poorly fitted or top-dose-only effect, or another doubt; inactive means no such curve, though single readings can be large; an effect the other way counts as inactive or inconclusive. Potency means the concentration at half of the fitted maximal effect. These rows are one share of the data; rates above refer to the full screens.

SMILES	GAA glycogen mod	ALDH1A1 block	GAA spleen mod	JMJD2E inh	GAA inhib	SMN2 splice up	aGal spleen mod	GoLoco inh red
O=C(CSc1nnc(-c2cccnc2)s1)Nc1cccc(C(=O)O)c1	4.7%	-4.9%	5.6%	-6.1%	4.2%	10.1%	-1.4%	-7.3%
COc1ccc(C2(CNC(=O)C(c3ccccc3)c3ccccc3)CCOCC2)cc1OC	-0.4%	4.8%	-7.1%	2.3%	-1.5%	0.4%	3.5%	4.0%
Cc1cccc(NC(=O)c2cc(Cl)nc3ccccc23)c1	-3.4%	-1.9%	-3.0%	5.3%	?	-5.8%	4.1%	1.3%
C=CCNc1nc(NC(C)(C)CO)nc(OC)n1	3.5%	2.8%	-13.1%	3.3%	0.7%	10.9%	-0.1%	7.9%
CC(C)Cn1c(=O)c(C(=O)NCc2ccccn2)c(O)c2ccccc21	-5.4%	?	0.1%	-17.1%	-4.3%	-45.4%[inhibitor]	6.0%	-5.7%
Cc1ccccc1N1C(=O)C(Oc2ccc(Cl)cc2)C1CNC(C)(C)C (stereo not given)	0.0%	-9.2%	-1.1%	2.0%	?	1.6%	0.0%	14.9%
Cc1cccc(CNC(=O)CCc2nnc(C3CCCCC3)o2)c1	-8.9%	0.6%	-1.9%	-5.1%	-0.9%	·	0.9%	0.0%
Cc1cc(Cl)ccc1Oc1ncnc2onc(C)c12	-3.2%	13.9%	7.3%	-4.0%	-3.8%	4.1%	0.2%	6.5%
CC(C)(C)NC(=O)[C@@H]1C[C@H]2CCCC[C@@H]2CN1C[C@H](O)[C@H](Cc1ccccc1)NC(=O)[C@@H](CC(N)=O)NC(=O)c1ccc2ccccc2n1	·	1.3%[20.9 µM]	-4.5%[29.1 µM]	1.6%[25.5 µM]	·	6.0%[20.6 µM]	0.6%[29.1 µM]	6.5%[21.6 µM]
COc1cccc(NS(=O)(=O)c2ccc(Br)s2)c1	11.7%	2.4%	-1.5%	-2.6%	-32.1%	-11.5%	9.1%	4.8%
O=c1c2ccccc2nnn1CSc1nc2ccccc2[nH]1	2.4%	21.0%	2.5%	-1.2%	1.0%	25.1µM*	6.3%	13.1%
CCOC(=O)CN1C(=O)N[C@@H](CCc2ccccc2)[C@@H](C(=O)OC)[C@H]1C	·	-1.0%[13.5 µM]	14.9%[17.4 µM]	6.2%[11.4 µM]	·	0.7%[9.22 µM]	1.2%[17.5 µM]	9.7%[14.2 µM]
COc1ccccc1-c1nnc(SCC(=O)Nc2nc(-c3ccccc3)cs2)n1C	-0.9%	?	-1.6%	-3.5%	-8.0%	-51.9%[inhibitor]	-3.5%	8.9%
O=C(O)CSC1c2ccccc2C(=O)N1c1ccccc1 (stereo not given)	-5.9%	1.1%	-0.8%	-3.7%	9.8%	2.8%	3.1%	0.6%
O=C(CCC(=O)OC(C(=O)c1ccccc1)c1ccccc1)Nc1ccccc1 (stereo not given)	-1.0%	3.6%	-6.7%	1.1%	3.7%	-9.8%	-11.8%	-3.1%
COc1ccccc1C(=O)N1CCN(C(=O)c2ccncc2)CC1	8.1%	3.4%	-10.9%	10.7%	1.1%	-7.2%	5.3%	-0.5%
Cc1ccccc1NC(=O)C(=Cc1ccc(C(=O)O)cc1)C(=O)Nc1ccccc1C	-5.4%	5.9%	-7.6%	-9.3%	-2.0%	-52.7%[inhibitor]	1.5%	-6.7%
O=C1CCC(C(=O)OCC(=O)c2ccccc2)N1 (stereo not given)	3.0%	5.7%	1.7%	-2.5%	-3.1%	5.4%	2.3%	4.6%
CC(C)NC(=O)COc1ccc(/C=N/NS(=O)(=O)c2ccccc2)cc1	1.2%	15.1%	-3.7%	-111.1%	6.2%	·	-7.2%	·
O=C(c1ccc(-c2ccccc2)cc1)N1CCCC1	11.2%	-14.7%	4.5%	-0.2%	-3.7%	-2.0%	-6.8%	4.1%
Cc1ccccc1NC(=S)C1=C(O)c2sccc2N(C)S1(=O)=O	-4.9%	?	1.1%	?	?	-6.8%	4.4%	1.7%
CC(C)C(C)(C#N)NC(=O)CSc1nnc(-c2ccncc2)n1Cc1ccccc1 (stereo not given)	12.5%	-3.5%	4.1%	7.0%	-2.5%	3.7%	6.4%	6.6%
COCCNCC#CCOc1ccc(OC)cc1	7.8%	?	3.8%	?	-12.7%	17.8%	1.5%	0.6%
COc1ccc(CC(=O)Nc2ccc(-c3noc(COc4ccccc4C)n3)cc2)cc1	-0.3%	7.1%	2.0%	0.1%	-4.0%	-2.6%	-4.3%	6.7%
COc1ccccc1OCCNC(=O)c1ccccc1C	-8.7%	-0.7%	-2.1%	1.2%	-2.3%	22.4%	-1.9%	2.1%
COCCCN1C(=O)C(=O)/C(=C(/O)c2ccc3c(c2)CC(C)O3)C1c1cccnc1 (stereo not given)	-6.2%	39.8µM*	8.5%	-20.9%	-6.1%	?	-14.6%	-6.7%
O=C(NC(=S)Nc1ccccc1N1CCOCC1)c1ccc([N+](=O)[O-])cc1	2.9%	?	-2.6%	9.2%	?	-10.0%	0.3%	8.5%
COCCNc1nc2c(c(=O)n(Cc3ccc(OC)cc3)c(=O)n2C)n1C	6.3%	5.8%	-4.9%	10.4%	0.0%	8.9%	-7.1%	-2.4%
O=C(CN1CCN(c2ccccc2)CC1)Nc1ccc(OCc2ccccc2)cc1	-9.9%	?	-3.5%	-4.0%	-14.4%	-26.3%	6.9%	-4.9%
O=C(c1ccccc1)N1CCN(Cc2ccccc2C(F)(F)F)CC1	5.3%	?	-2.5%	?	-3.5%	-26.1%	-5.7%	-7.8%
COc1ccc(OC)c(NC(=O)CCCN2C(=O)C3C4C=CC(C4)C3C2=O)c1 (stereo not given)	6.9%	?	0.5%	-1.3%	-0.7%	4.1%	2.3%	8.7%
CC(C)[C@H](NC(=O)Nc1ccc(Oc2ccccc2)cc1)C(=O)O	0.9%	-3.4%	0.9%	4.9%	-1.0%	-3.4%	4.6%	7.4%
O=C(O)CC12CC3CC(C1)CC(n1ncc(NCC4CCCO4)c(Cl)c1=O)(C3)C2 (stereo not given)	8.4%	25.1µM*	2.5%	-9.5%	-12.4%	·	-1.6%	-10.3%
CC1CCCCN1C(=S)NCCc1ccccc1 (stereo not given)	5.5%	-10.5%	0.3%	-0.5%	?	16.4%	-0.4%	-7.8%
C/C(=N/NC(=O)CCc1ccccc1)c1ccco1	18.8%	-1.5%	0.7%	5.0%	4.2%	-2.9%	2.7%	7.2%
Cc1nonc1CN(C)C(=O)CC1C(=O)NCCN1Cc1ccccc1C(F)(F)F (stereo not given)	-6.1%	0.8%	-0.2%	-19.8%	-0.6%	-8.5%	-1.1%	-4.7%
CN(CCc1ccccn1)C(=O)CCC1CCCN(Cc2ccccc2OC(F)F)C1 (stereo not given)	15.7%	11.8%	-15.2%	-1.9%	-9.8%	·	-1.1%	4.9%
Nc1ncnc2c1ncn2[C@@H]1O[C@H](COP(=O)(O)OP(=O)(O)OP(=O)(O)OP(=O)(O)OC[C@@H]2O[C@H](n3cnc4c(N)ncnc43)[C@@H](O)[C@H]2O)[C@@H](O)[C@H]1O	·	?	-4.1%	·	·	?	-0.5%	-8.8%
CCc1ccc(NC(=O)CSCc2ccc(C(=O)O)cc2)cc1	1.4%	-13.3%	-1.7%	-2.6%	0.3%	·	-1.5%	6.4%
CCc1cccc(NC(=O)c2ccc(Br)o2)c1	6.2%	17.1%	-14.5%	14.7%	-0.9%	31.6%	-5.7%	5.4%
CC(=O)Nc1ccc(NC(=O)C(C)OC(=O)CCC(=O)c2ccc(F)cc2)cc1 (stereo not given)	-5.8%	5.9%	0.8%	?	-0.5%	-9.6%	1.7%	-37.3%
CCCCOc1ccc(-c2csc(N)n2)cc1[N+](=O)[O-]	2.9%	?	-4.1%	-2.1%	6.5%	12.6µM*	-3.7%	-3.6%
O=C(Nc1nc(-c2cccc(Br)c2)cs1)Oc1ccccc1	6.2%	3.0%	-8.0%	5.5%	?	-10.5%	-1.7%	-5.2%
Cc1ccc(NC(=O)c2cc(NC(=O)c3ccco3)ccc2N2CCOCC2)cc1Cl	-5.4%	?	0.8%	?	0.0%	-4.4%	-13.5%	8.8%
O=C(Nc1cccnc1Cl)c1ccc(S(=O)(=O)N2CCCCCC2)cc1	4.2%	?	-11.0%	-1.2%	-1.0%	-3.6%	-0.2%	5.0%
COC(=O)[C@H](CC(C)C)NC(=O)N1CCC(C)CC1	-3.2%	11.1%	-4.1%	3.2%	-2.7%	·	-3.9%	5.6%
CC(C)C[C@@H](CC(=O)N[C@H](CC(=O)N[C@@H]1CCCC[C@H]1C(=O)N[C@H](CC(=O)N[C@@H](CCC(=O)O)CC(=O)O)Cc1ccccc1)C(C)C)NC(=O)[C@@H]1CCCC[C@H]1N	·	-6.2%	1.2%	-10.1%	·	-2.1%	-8.4%	-7.4%
O=C(Nc1ccc(Oc2ccc3c(c2)C(=O)N(c2ccc(O)cc2)C3=O)cc1)c1cccs1	14.2%	8.0%	-9.7%	-2.1%	?	-23.8%	-3.1%	3.2%
CCOc1ncccc1C(=O)OCC(=O)c1ccccc1	-10.5%	-4.5%	8.0%	-5.8%	-8.7%	9.1%	2.7%	-1.9%
O=C1C(=O)c2ccccc2C(O)=C1c1cccc([N+](=O)[O-])c1	4.8%	?	2.4%	-2.0%	2.8%[15.4 µM]	·	-1.1%	-8.0%
COc1ccc2[nH]cc(CCNc3ccnc(-c4cccnc4)n3)c2c1	·	9.0%	1.4%	·	·	·	9.3%	10.7%
C/C=C/C(=O)Nc1cccc(C2=NOC3(C2)C[C@@H](C(N)=O)N(C(=O)c2cc([N+](=O)[O-])cc([N+](=O)[O-])c2C)C3)c1 (stereo not given in full)	-6.7%	·	1.4%	1.7%	·	·	3.1%	0.5%

ALDH1A1 block, entries above that show a hit
Compound | ALDH1A1 block | GAA spleen mod | JMJD2E inh | GAA inhib | SMN2 splice up | GoLoco inh red
COCCCN1C(=O)C(=O)/C(=C(/O)c2ccc3c(c2)CC(C)O3)C1c1cccnc1 (stereo not given) | 39.8µM* | 8.5% | -20.9% | -6.1% | ? | -6.7%
O=C(O)CC12CC3CC(C1)CC(n1ncc(NCC4CCCO4)c(Cl)c1=O)(C3)C2 (stereo not given) | 25.1µM* | 2.5% | -9.5% | -12.4% | · | -10.3%

From PubChem
